Neddylation inh: cullin neddylation inhibition | P61081+Q13564 | TR-FRET cullin neddylation, biochemical | calls only at 25 µM | actives 0.58% (n = 360,000); in the data active means inhibition above about 36%
Target sequence (P61081 whole entry, looked up): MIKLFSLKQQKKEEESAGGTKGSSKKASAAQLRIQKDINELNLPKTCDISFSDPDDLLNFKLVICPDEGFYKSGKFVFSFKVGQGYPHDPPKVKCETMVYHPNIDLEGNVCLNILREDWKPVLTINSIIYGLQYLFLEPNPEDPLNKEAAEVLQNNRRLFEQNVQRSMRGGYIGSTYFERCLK
Target sequence (Q13564 whole entry, looked up): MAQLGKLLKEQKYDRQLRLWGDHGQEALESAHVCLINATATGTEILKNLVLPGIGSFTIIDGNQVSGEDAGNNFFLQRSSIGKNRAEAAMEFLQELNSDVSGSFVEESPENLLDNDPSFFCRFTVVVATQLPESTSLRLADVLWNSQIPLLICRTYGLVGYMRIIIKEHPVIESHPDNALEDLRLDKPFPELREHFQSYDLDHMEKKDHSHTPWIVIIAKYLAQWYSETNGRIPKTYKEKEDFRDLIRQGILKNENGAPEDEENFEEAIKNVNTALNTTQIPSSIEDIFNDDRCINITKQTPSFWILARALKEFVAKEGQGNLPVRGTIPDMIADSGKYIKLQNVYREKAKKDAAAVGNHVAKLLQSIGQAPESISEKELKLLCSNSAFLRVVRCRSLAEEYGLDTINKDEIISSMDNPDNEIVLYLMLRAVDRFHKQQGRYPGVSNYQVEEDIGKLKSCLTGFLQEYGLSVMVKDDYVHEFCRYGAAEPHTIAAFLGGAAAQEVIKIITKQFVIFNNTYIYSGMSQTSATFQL
bovine MsrA act: activators of bovine methionine sulfoxide reductase A; actives 0.3% (n = 360,000); activation, % at 10.6 µM; AID 602163; purified bovine MsrA, absorbance read-out; in the data active means activation above about 7.5%;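 further: 0% = vehicle and 100% = reference activator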
MT1-MMP act inh: inhibitors of human MT1-MMP activation | P50281 | HT1080 RFP-PRO-GFP cells, GFP/RFP ratio fluorescence, overnight; percent of plate control window, DMSO zero | GFP/RFP ratio change, % at 20 µM | actives 0.061% (n = 360,000) | AID 651647;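 active means GFP/RFP ratio change of at least 30% with cell ATP level not reduced by more than half and red fluorescence within 50% of control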; further: strong numbers were not always called active
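Test system: HT1080 cells expressing an RFP-PRO-GFP fluorescent reporter construct / Compound dosing: single-point 20 µM compound, 1% DMSO / Schedule: cells overnight before dosing, compound overnight, 37 °C, 5% CO2 / Evaluation: GFP/RFP fluorescence ratio / Control set: DMSO and RFP-L50D-GFP cell wells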
MsrA inhibitor: inhibitors of bovine MsrA; purified bovine MsrA, absorbance read-out; inhibition, % at 15.5 µM; actives 0.75% (n = 360,000); AID 651718; in the data active means inhibition above about 4.5%;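 further: 0% = vehicle wells with enzyme and 100% = reference inhibitor wells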
FAS-TE inh: inhibitors of human fatty acid synthase thioesterase domain; inhibition, % at 15 µM; actives 0.67% (n = 360,000); recombinant FAS-TE, OMFH fluorogenic substrate, fluorescence endpoint;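 active means compounds whose normalised, plate-corrected inhibition of enzyme fluorescence in the single-dose primary screen is 50% or more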;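 further: 0% = DMSO with enzyme and 100% = substrate without enzyme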
eLon inh: inhibitors of E. coli Lon protease. purified E. coli Lon protease, fluorescence polarization. actives 0.42% (n = 360,000). P0A9M0. AID 602123. inhibition, % at 7.94 µM; in the data active means inhibition above about 13%, passing the limit was not always enough;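 further: 0% = enzyme with probe and DMSO and 100% = no enzyme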
SKN-1 block: C. elegans SKN-1 inhibition | C. elegans VP596 Pgst-4::GFP/RFP ratio, acrylamide-induced, 24 h | inhibition, % at 21.8 µM | AID 624304 | actives 0.49% (n = 360,000);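 active means interference check ratio from 0.5 to 1.5 plus GFP to RFP signal ratio inhibition reaching or exceeding a fixed threshold, cut at about 30% in these data, passing the limit was not always enough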; further: some compounds called inactive have numbers as strong as hits
Rin1-Abl PPI inh: human Rin1-Abl interaction inhibition. P00519+Q13671. TR-FRET Rin1/Abl binding, biochemical. inhibition, % at 7.35 µM. actives 0.4% (n = 360,000). AID 588664; in the data active means inhibition above about 5%, passing the limit was not always enough
NRP1-CendR mod: NRP-1/CendR interaction modulation | O14786 | FAM-RPARPAR peptide binding to NRP-1, fluorescence polarization | inhibition, % at 25 µM | actives 0.85% (n = 360,000) | AID 602438;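 active means inhibition or corrected inhibition above about 18%, plus a signal ratio from 0.5 to 1.5, limit read from the data, passing the limit was not always enough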; further: strong numbers were not always called active
The depositor's hits bear a star; i = inactive; nt = not tested or not shown; + = active, no number.

SMILES	Neddylation inh	bovine MsrA act	MT1-MMP act inh	MsrA inhibitor	FAS-TE inh	eLon inh	SKN-1 block	Rin1-Abl PPI inh	NRP1-CendR mod
CC(C)(C)c1ccc(S(=O)(=O)NC(Cc2ccccc2)C(=O)O)cc1 (stereo not drawn)	i	-2	5	0.8	-5	-8	-6	2	0
CCOc1ccc(NC(=O)CN2CCN(CC(=O)Nc3ccc(F)cc3)CC2)cc1	i	0	10	2.2	-6	-9	17	0	-9
Cc1cccc(NC(=O)COc2ccc(Br)cc2)n1	i	-12	1	-1.5	8	1	2	1	0
COc1cc(OC)cc(C(=O)NCc2ccc(-n3cccc3)cc2)c1	i	-4	0	-0.4	13	2	2	-3	-7
COc1ccc(C(=O)c2ccc3oc(-c4ccc(OC)cc4)c(C#CCCO)c3c2)cc1	i	-2	4	2.0	-5	5	1	3	-5
COc1ccccc1CCn1cnc(Cc2cccc(F)c2)c1C(C)C	i	-1	-5	0.2	-1	-4	-7	nt	-4
C=CCOC(=O)C1=C(C)NC(=O)NC1c1cc(Cl)cc(Cl)c1OC (stereo not drawn)	i	0	-6	1.3	1	-8	4	-3	4
CCOc1ccc2nc(NC(=O)Cn3c(C)csc3=O)sc2c1	i	-2	2	0.4	-3	4	-9	-1	-2
COc1ccc([N+](=O)[O-])cc1N1C(=O)c2cccnc2C1=O	i	-6	-1	-0.2	-1	-4	8	1	4
CC(=NNC(=O)c1ccncc1)c1cccc(Br)c1	i	-2	1	-0.8	-6	-4	19	1	9
Oc1c(Br)cc(Br)cc1C=Nc1ccc2[nH]ncc2c1	i	-4	-1	0.1	-8	-6	-3	-12	-116
CCOC(=O)c1sc(NC(=O)CSc2n[nH]c(-c3ccc(Cl)cc3Cl)n2)c(C#N)c1C	i	-1	-1	-0.4	-43	-2	-3	-4	2
Cc1ccc(C(=O)N/C(=C\c2cccs2)C(=O)NCc2cccnc2)cc1	i	-3	0	0.6	-8	4	6	-2	4
O=C(c1cc(N2C(=O)C3C4CCC(C4)C3C2=O)ccc1Cl)N1CCN(c2ccccc2F)CC1 (stereo not drawn)	i	-3	-4	-0.7	8	-2	1	5	14
COc1ccc(NC(=O)N(C)C[C@H]2Oc3ccc(NS(=O)(=O)c4ccc(F)cc4)cc3C(=O)N([C@H](C)CO)C[C@@H]2C)cc1	i	-3	-3	1.0	-5	-3	5	3	15
CCOC(Cn1cc(C)c(=O)[nH]c1=O)OCC	i	-1	2	0.5	-9	-12	-6	2	1
CCOC(=O)c1c(-c2cccc([N+](=O)[O-])c2)csc1NC(=O)CCCOc1ccccc1	i	0	0	1.1	14	-2	7	0	-8
O=C(Cc1ccc(Cl)cc1)c1ccccc1	i	-5	-3	-0.4	-6	-3	-12	2	-1
CN(C(=O)COC(=O)c1nn(C)c(=O)c2ccccc12)c1c(N)n(Cc2ccccc2)c(=O)[nH]c1=O	i	-1	2	-1.1	-5	-10	3	-1	7
O=C(NC(=S)Nc1ccc(Cl)cn1)C12CC3CC(CC(C3)C1)C2	i	-3	-5	-0.7	36	6	11	-1	8
CC1(C)CC(=O)C=C(Nc2cccc(Cl)c2Cl)C1	i	-3	-2	-1.1	2	-6	24	-3	18
O=C(CSc1nc2ccccc2c(=O)[nH]1)N1CCCCC1	i	-6	7	0.0	-4	-7	1	-3	7
CCOC(=O)Cc1nc(-c2cccc(C(F)(F)F)c2)no1	i	-2	1	0.4	6	-11	9	1	9
FC(F)(F)COc1nc(N2CCOCC2)nc(N(c2ccccc2)c2ccccc2)n1	i	1	-19	0.0	37	-6	6	-1	-7
COc1cc(CN(C)CCc2ccccc2)ccc1OCc1ccccc1	i	-1	9	-0.3	6	0	-6	1	-26

Just eLon inh and SKN-1 block, for some of the entries so far:
| smiles | eLon inh | SKN-1 block |
| --- | --- | --- |
| COc1ccccc1CCn1cnc(Cc2cccc(F)c2)c1C(C)C | -4 | -7 |
| C=CCOC(=O)C1=C(C)NC(=O)NC1c1cc(Cl)cc(Cl)c1OC (stereo not drawn) | -8 | 4 |

Returning to the listing, repeating the five entries before the break.
SMILES	Neddylation inh	bovine MsrA act	MT1-MMP act inh	MsrA inhibitor	FAS-TE inh	eLon inh	SKN-1 block	Rin1-Abl PPI inh	NRP1-CendR mod
CC1(C)CC(=O)C=C(Nc2cccc(Cl)c2Cl)C1	i	-3	-2	-1.1	2	-6	24	-3	18
O=C(CSc1nc2ccccc2c(=O)[nH]1)N1CCCCC1	i	-6	7	0.0	-4	-7	1	-3	7
CCOC(=O)Cc1nc(-c2cccc(C(F)(F)F)c2)no1	i	-2	1	0.4	6	-11	9	1	9
FC(F)(F)COc1nc(N2CCOCC2)nc(N(c2ccccc2)c2ccccc2)n1	i	1	-19	0.0	37	-6	6	-1	-7
COc1cc(CN(C)CCc2ccccc2)ccc1OCc1ccccc1	i	-1	9	-0.3	6	0	-6	1	-26
COc1ccc2sc(-c3ccc(N(C)C)cc3)c(C#CCO)c2c1	nt	-6	-3	-0.8	16	-7	-1	3	-18
Cc1oc2c(C)c3oc(=O)c(CCC(=O)NCCN4CCOCC4)c(C)c3cc2c1C	nt	-3	4	1.1	-4	-2	2	-4	-3
OC1CCCN(CC(O)c2ccccc2)C1 (stereo not drawn)	i	-2	0	1.1	-5	6	-1	5	-10
CCCCNC(=O)CCc1nc2cccnc2n1Cc1ccccc1	i	-3	2	-0.1	-3	-2	20	2	-2
Cc1ccc(SCC(=O)OC(C)C(=O)NC2CCCCC2C)c(C)c1 (stereo not drawn)	i	-1	3	-0.8	4	-7	-5	3	-10
CN(C)C(=O)Cn1cnc2c(cnn2-c2ccccc2Cl)c1=O	i	-6	-2	1.2	-3	-9	3	0	1
C#Cc1ccc([C@@H]2C=C(C(=O)Nc3ccccc3)O[C@H](OCC)[C@H]2CCCO)cc1	i	0	-4	-1.0	4	-2	-2	4	7
Cc1cccc(NC(=O)/C(C#N)=C\c2cn(CC(=O)O)c3ccccc23)c1	i	-4	-4	1.3	-3	-9	0	2	5
COc1cc2c(cc1OC)CN(C(=O)CCOc1ccccc1)CC2	i	0	-1	2.0	-2	-8	-4	-1	2
C=CCNC(=S)Nc1cccc(N)c1	i	-13	-1	-0.4	-10	-10	-2	-1	6
CCCCn1c(=O)[nH]c(=O)c2c1nc(CN(C)Cc1cccc(OC)c1OC)n2CCC	i	-1	-3	-0.4	-3	-3	23	0	17
O=C(Nc1ccc(F)cc1)c1cc2ccccc2o1	i	-2	2	0.9	8	-1	18	0	-2
CCOc1ccc(Br)cc1S(=O)(=O)Nc1ccc(NC(=O)c2ccccc2C)cc1	i	-3	0	0.1	-4	-3	6	-1	6
Cc1cccc(C)c1NC(=O)c1ccc([N+](=O)[O-])s1	i	-2	3	3.1	-7	-6	-5	-1	15
Cc1ccc2ccc(C(Nc3cccc(C(F)(F)F)c3)c3cccnc3)c(O)c2n1 (stereo not drawn)	+	-3	1	-0.4	13	2	10	3	-4
O=C1CCOc2cc(OCc3ccccc3)ccc21	i	-3	-1	0.8	3	1	18	-4	-2
CCc1nc2ccc(C(=O)N3CCN(C(C)=O)CC3)cn2c1N(C=O)Cc1ccc(OC)cc1	i	3	-1	-0.5	-7	-7	18	1	-6
Cc1csc(SCC(=O)NC(=O)Cc2ccccc2)n1	i	-2	0	0.5	-13	-1	5	-5	11
O=[N+]([O-])c1ccc(Cl)c2c1C1C=CCC1C(c1ccccn1)N2 (stereo not drawn)	i	-3	3	0.1	33	7	26	-3	28*
Cc1cc(CN(C)C)c(O)c(C2(C)CCCCC2)c1	i	-5	-3	-1.1	6	5	-23	1	22
S=C(Nc1ccc(Cl)cc1Cl)N1CCCCC1	i	0	4	-1.3	-5	-12	-18	-3	0
C=CCOc1ccc(C2NC(=O)c3ccccc3O2)cc1OC (stereo not drawn)	i	-7	5	0.8	-6	2	-1	-4	1
O=C(Cc1ccc(Br)c2ccccc12)N/N=C/c1ccccn1	i	4	0	0.5	5	2	-2	-2	-3
CC(C)CCN1CCC(N)=NC1=O	i	-1	0	-0.1	0	2	9	-1	-7
Cc1ccc(NC(=O)C2CCN(S(=O)(=O)c3cccc4cccnc34)CC2)nc1	i	-1	-1	-0.6	-4	-2	6	3	-8

Continuation:
SMILES	Neddylation inh	bovine MsrA act	MT1-MMP act inh	MsrA inhibitor	FAS-TE inh	eLon inh	SKN-1 block	Rin1-Abl PPI inh	NRP1-CendR mod
COc1cccc(OC)c1C(=O)N1CCN(Cc2ccccc2C(F)(F)F)CC1	i	-2	-3	1.4	-4	-15	5	0	-11
CCc1ccccc1NC(=O)CSc1nc2c(c(-c3ccco3)c1C#N)CCCC2	i	-10	-1	-0.1	-4	-1	3	-1	-14
COC(=O)C1=CN(C)C=C(C(=O)OC)C1c1ccc(Cl)cc1Cl	+	-1	-13	-1.1	-6	-5	-31	-5	-4
Cc1ccc(NS(=O)(=O)c2cc([N+](=O)[O-])ccc2N/N=C/c2sc(N3CCOCC3)nc2-c2ccccc2)c(C)c1	i	6	-110	1.3	-11	-50	0	-2	-50
CCN(CC(=O)Nc1c(F)cccc1F)C(=O)CSCC(=O)Nc1cccc(C)c1	i	-2	1	0.9	-8	-2	6	-1	-3
CN1CCN(c2ccc(NC(=S)NC(=O)c3cccc4c(Cl)cccc34)cc2)CC1	i	-3	6	-0.5	-1	0	12	2	5
Nc1nc(N)nc(-c2cc(O)ccc2O)n1	i	-5	-11	1.6	-14	9	-7	3	16
CN(C(=O)Cc1c(C(=O)O)n(C)c2ccccc12)c1ccc(Cl)cc1	i	-5	0	0.0	-1	-5	4	1	-13
Cc1ccsc1C(=O)N1CCC1(C)C(=O)NS(=O)(=O)c1ccc(C#N)cc1 (stereo not drawn)	i	-1	2	-0.4	-7	-6	2	-4	3
COc1ccc(NC(=O)C(NC(C)=O)C(=O)NCc2ccccc2)cc1 (stereo not drawn)	i	-3	1	-1.3	-7	7	7	-2	4
C=CCOc1c(Br)cc(/C=C2\SC(=Nc3ccccc3)NC2=O)cc1OC	i	-1	-55	-0.5	8	-23	13	-1	-3
Cn1ncc(Cl)c1C(=O)Nc1cccc(Cl)c1	i	0	-2	0.5	-5	0	10	7	5
CCOc1ccc(C(=O)Nc2cccc(-c3ccc(N4CCOCC4)nn3)c2)cc1OCC	i	-5	6	1.6	-1	-1	2	-3	-4
COc1cc(/C=C/CO)cc(OC)c1O[C@@H]1O[C@H](CO)[C@@H](O)[C@H](O)[C@H]1O	i	-6	1	2.4	-4	10	-12	3	13
CCOc1ccc(NC(=O)c2ccc(N)cc2)cc1	i	-4	-2	-0.6	-8	-4	8	2	-7
CCOC(=O)[C@H]1[C@H]2COc3ccc(Br)cc3[C@H]2N2C(=O)CN(CCc3c[nH]c4ccccc34)C(=O)[C@@]12C	i	-11	-3	-0.2	9	-7	0	-3	-18
CCOC(=O)N1CCN(C(=O)c2cc3n(n2)C(C(F)(F)F)CC(c2ccc4c(c2)OCO4)N3)CC1 (stereo not drawn)	i	-1	-4	-0.2	-5	-7	-3	2	22*
CC1(C(=O)NS(=O)(=O)C2CC2)CCN(C(=O)c2ccccc2OC(F)(F)F)C1 (stereo not drawn)	i	-1	-1	-1.4	-6	-4	17	0	-3
CCCc1nc(SCC(=O)Nc2ccc(N3CCOCC3)cc2)c2ccccc2n1	i	-6	-3	0.0	-7	-10	20	-3	-4
CC(NC(=O)C1CCCO1)c1ccccc1 (stereo not drawn)	i	0	-6	-0.5	-2	3	26	-2	-14
CC1CCN(c2ccc(C=O)o2)CC1	i	-4	2	2.1	-4	-7	1	4	1
CCn1c(O)c(N=NC(=O)CNC(=O)/C=C/c2ccco2)c2ccccc21	i	-11	6	2.8	-3	-4	-7	-5	7
COC(=O)c1c(NC(=O)C(=O)NCC2CCCO2)sc2c1CC(C)(C)OC2 (stereo not drawn)	i	-6	2	2.5	-3	-5	12	-3	9
O=C(NCCCN1CCOCC1)C(=O)N/N=C/c1cccc2ccccc12	i	-2	-2	1.9	-4	1	-1	-4	5
CCSc1nnc(NC(=O)NC2CCCCC2)s1	i	-5	7	2.0	-2	-8	-1	-1	2
